CaV13 ICDI inh – Primary screen for inhibitors of IQ motif and Ca2+-dependent inactivation inhibitor domain binding in CACNA1D, Förster resonance energy transfer in living cells, …; actives 0.098% (n = 340,000); inhibition, % at 12.3 µM; HEK cells, CFP/YFP FRET ICDI-IQ, plate reader, 10 min; percent FRET-ratio fall versus neutral wells;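 active = mean replicate inhibition of at least 30% and at least 1% of replicates passing that level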;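 also: 0% = median of the neutral control wells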
MC4R ag barr – agonists of human melanocortin 4 receptor (MC4R) beta-arrestin; U2OS MC4R beta-arrestin complementation, luminescence; percent of melanotan II response, DMSO zero; actives 0.98% (n = 360,000); activation, % at 8.9 µM;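 active = activation above a per-plate cutoff, the mean activation of sample wells on that plate plus 3 SD, cut at about 8% in these data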
Glyco luc inh – N-linked glycosylation inhibition; reporter increase, % at 12.5 µM; AID 588692; D54 ERlucT glycosylation luciferase reporter, 24 h; percent of 100 nM tunicamycin response; actives 0.23% (n = 360,000);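 active = mean luciferase reporter signal, scaled so untreated is 0 and the glycosylation-blocking control 100, at or above a set limit in every replicate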;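 also: luciferase carries N-glycosylation sites so blocking glycosylation raises the light; 0% = median of neutral control wells and 100% = median of 100 nM tunicamycin wells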
PDI turbidity – inhibitors of human protein disulfide isomerase; actives 0.052% (n = 350,000); PDI insulin aggregation turbidity, A650, 90 min; AID 588391; P07237; inhibition, % at 10 µM;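 active = mean inhibition across replicates of 30% or more, whatever share of single replicates reach that level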;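 also: absorbance from insulin aggregation driven by PDI reduction with DTT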
Target sequence (P07237 whole entry, looked up): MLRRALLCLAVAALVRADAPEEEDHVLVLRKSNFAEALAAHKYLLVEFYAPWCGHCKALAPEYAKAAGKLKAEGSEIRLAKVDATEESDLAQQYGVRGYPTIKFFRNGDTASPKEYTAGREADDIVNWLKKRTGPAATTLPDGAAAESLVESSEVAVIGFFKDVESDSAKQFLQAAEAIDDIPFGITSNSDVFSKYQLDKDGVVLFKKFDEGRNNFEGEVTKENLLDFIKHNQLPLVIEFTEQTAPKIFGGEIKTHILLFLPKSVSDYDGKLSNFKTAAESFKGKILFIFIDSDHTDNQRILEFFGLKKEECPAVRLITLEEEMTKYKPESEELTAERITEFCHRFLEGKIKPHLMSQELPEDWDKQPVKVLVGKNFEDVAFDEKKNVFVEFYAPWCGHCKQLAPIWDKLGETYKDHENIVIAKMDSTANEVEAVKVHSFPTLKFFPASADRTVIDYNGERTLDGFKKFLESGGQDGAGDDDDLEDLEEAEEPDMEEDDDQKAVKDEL
Vif inh – blocks HIV Vif function | HEK293T cells, Vif self-association by quenched fluorescence, imaging, 24 h | inhibition, % at 7.49 µM | actives 0.35% (n = 340,000); in the data active = inhibition above about 50%, passing the limit was not always enough; also: some results filed as inactive read as strong as hits
HTR2A ag – activates the mouse 5-HT2A serotonin receptor; P35363; CHO-K1 mHTR2A beta-arrestin complementation, luminescence; percent of 30 µM serotonin response; activation, % at 7.6 µM; actives 0.66% (n = 360,000);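 active = activation above a run cutoff, the mean activation of all tested compounds plus 3 SD, cut at about 14% in these data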;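 also: 0% = plate median of compound wells and 100% = 30 µM serotonin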
Target sequence (P35363 whole entry, looked up): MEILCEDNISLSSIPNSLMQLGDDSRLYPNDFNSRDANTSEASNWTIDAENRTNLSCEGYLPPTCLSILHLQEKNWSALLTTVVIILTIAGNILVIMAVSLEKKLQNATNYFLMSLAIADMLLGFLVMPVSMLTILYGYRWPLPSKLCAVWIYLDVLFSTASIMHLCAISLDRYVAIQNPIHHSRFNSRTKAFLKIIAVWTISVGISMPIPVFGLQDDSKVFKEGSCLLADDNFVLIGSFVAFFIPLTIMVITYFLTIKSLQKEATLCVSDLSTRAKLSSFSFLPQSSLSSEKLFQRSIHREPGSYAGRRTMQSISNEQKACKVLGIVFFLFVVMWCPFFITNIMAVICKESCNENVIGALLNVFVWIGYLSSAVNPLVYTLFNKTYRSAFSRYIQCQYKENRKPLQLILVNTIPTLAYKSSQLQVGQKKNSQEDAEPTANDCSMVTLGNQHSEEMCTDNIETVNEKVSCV
ABCB6 inh 2 – human ABCB6 transporter inhibition; K562-ABCB6 porphyrin accumulation, flow cytometry, 1 h; stronger effect = lower value; fluorescence ratio to DMSO, % at 10 µM; actives 0.19% (n = 360,000); AID 602162;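 active = fluorescence ratio to DMSO below 75%, the collection mean minus 3 SD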;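 also: signal is porphyrin accumulated inside mitochondria; 100% equals median channel fluorescence of DMSO control wells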
Cardio protect – modulators protecting cardiomyocytes from myocardial damage; H9c2 cardiomyocytes, H2O2 injury protection, ATPLite, 2 h; protection from H2O2 cell death, % at 20 µM; actives 0.63% (n = 360,000); AID 588492;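 active = compounds giving at least 50% protection of heart cells from peroxide-induced death in the single-dose screen, raw or plate-pattern-corrected value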;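 also: 0% = DMSO wells with peroxide and 100% = DMSO wells without peroxide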
aDG glyco up – increases alpha dystroglycan glycosylation; Pro5-aDG cells, alpha-DG glycosylation AlphaScreen (IIH6); 0% Pro5, 100% B10-LARGE cell signal; activation, % at 10 µM; actives 0.22% (n = 360,000);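 active = activation of at least 8% versus controls, or a plate z-score of at least 8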;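 also: Pro5 are CHO cells carrying HIG-tagged alpha-DG that lacks glycosylation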
MC4R antag cAMP – blocks human MC4R cAMP signaling; P32245; MC4R-expressing cells, MTII-stimulated cAMP, LANCE TR-FRET; inhibition, % at 6.5 µM; actives 0.48% (n = 360,000); AID 540295;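 active = inhibition above its plate's cutoff, the mean of tested wells on that plate plus 3 SD, cut at about 29% in these data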;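 also: 0% = Melanotan II alone and 100% = Melanotan II plus saturating MCL0020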
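Assay system: human MC4R-expressing U2OS cells; reagent: Melanotan II stimulation of cells; dosing: 6.5 µM single dose; timing: compound 30 min, challenge 1 h, detection 1 h; signal: TR-FRET cAMP assay; replicates: one well per compound, no replicates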
An asterisk follows results filed as active; / = not tested or not shown.

SMILES	CaV13 ICDI inh	MC4R ag barr	Glyco luc inh	PDI turbidity	Vif inh	HTR2A ag	ABCB6 inh 2	Cardio protect	aDG glyco up	MC4R antag cAMP
CS(=O)(=O)NNC(=O)c1sccc1OCc1ncc(C(F)(F)F)cc1Cl	-3	-1.5	5	-15	3	0	96	9	-0.1	-5
Cc1ccc(NC(=O)CSCc2cc(=O)n3ccsc3n2)c(C)c1	-16	0.5	3	2	-3	7	98	1	0.5	-6
CC1CCN(C(=O)CNC(=O)c2ccc(Br)o2)CC1	-2	-1.1	0	5	-27	-3	92	4	0.0	5
COc1ccccc1/C=N/NC(=O)c1cc2c(OC)c(OC)ccc2[nH]1	-18	-2.1	34*	-2	9	-6	95	32	-0.1	-25
Cc1c(CN2CCC(n3nccc3NC(=O)C3CC3)CC2)[nH]c2ccccc12	-2	-1.4	1	10	-7	0	94	-2	-0.2	0
COC(=O)c1cc(Cl)c(NC(=O)/C=C/c2ccc(Cl)cc2Cl)cc1OC	-3	-1.0	-4	-6	-1	4	101	-6	-0.1	4
O=C(C1CCN(S(=O)(=O)c2ccccc2F)CC1)N1CCc2ccccc21	-3	-0.4	-1	7	-2	2	100	7	0.5	3
Cc1nn(C)c(C)c1CN(C)C(=O)CCCC(=O)O	2	-1.3	2	0	-6	4	89	3	0.0	0
COc1ccc(N2C(=O)C(CN3CCCCC3)C2c2ccccc2)cc1 (configuration not stated)	-7	-3.9	0	0	5	-5	91	-8	0.1	-5
COc1c(Br)cc(Br)cc1/C=N/NC(=O)c1ccncc1	-1	-1.7	2	4	0	-9	98	10	0.8	0
Oc1ccc(-c2sc(Nc3ccccc3)n[n+]2-c2ccc(F)cc2)cc1	-2	-0.1	1	1	2	-6	101	-1	0.7	18
Cc1ccc(SC(C)c2nc(-c3cccnc3)no2)cc1 (configuration not stated)	-5	0.1	2	-4	-3	-4	96	-4	-0.2	0
COCCNC(=O)C1(C)CCCN(C(=O)c2ccc(C#N)cc2)C1 (configuration not stated)	-4	-0.8	2	23	4	0	100	2	-0.4	1
CC(C)(CNC(=O)c1ccc(NS(=O)(=O)c2ccc(F)cc2)cc1)N1CCOCC1	-3	3.1	/	-14	/	-3	106	0	-0.3	5
CC(NC(=O)CN(C)S(=O)(=O)c1cccc2nsnc12)c1ccccc1 (configuration not stated)	-2	-2.7	-2	1	-5	2	100	-2	0.0	3
CCOc1ccc(N(C(=O)c2cc3ccccc3oc2=O)C2C=CS(=O)(=O)C2)cc1 (configuration not stated)	14	0.2	1	5	-5	0	92	15	1.5	-1
[O-]/C(=C(\C(=S)NCc1ccccc1)[n+]1ccccc1)c1ccc(Cl)cc1	-4	0.2	1	-4	6	0	107	6	0.2	8
O=C(Nc1ccc2c(c1)OCCO2)C(=O)c1c[nH]c2ccccc12	-7	3.7	-11	0	0	-2	98	-16	-0.4	-14
CC1(C)CC(=O)CC(=Nc2ccc3[nH]c(=O)[nH]c3c2)C1	-6	0.2	2	4	1	-1	96	2	0.0	2
COc1ccccc1C(=O)NC(=O)COC(=O)C1CC1C (configuration not stated)	-6	-2.2	0	2	-4	-1	104	14	-0.1	14
Cn1c(SCC(=O)NCc2ccc3c(c2)OCO3)nnc1-c1c[nH]c2ccccc12	-5	3.7	0	-6	-3	-5	98	0	0.0	-4
CCn1cc(/C=C(\NC(=O)c2ccc(OC)cc2)C(=O)N2CCN(C)CC2)c2ccccc21	-3	-3.0	2	1	-1	2	107	4	-0.1	-7
CCOC(=O)Cc1nnc(Nc2ccc(C)cc2C)c2ccccc12	-3	-2.4	-4	15	10	5	101	-2	0.1	-1
COc1cccc(CNC(=O)CN2C(=O)CSc3ccc(S(=O)(=O)N4CCCC4)cc32)c1	2	0.5	0	4	-1	-2	100	-3	-0.2	-1
COc1cc2c(cc1OC)CN(C(=S)Nc1ccc(OC(F)F)cc1)CC2	-5	-0.2	-3	3	-12	-3	93	-12	0.5	-3
O=C(COc1cccc2cccnc12)NCc1cccs1	-4	-4.3	1	-1	-6	-3	96	10	0.4	-1
CC(=O)C[C@H](O)CC(=O)[C@@H]1OC(=O)CCCCCCCCc2ccccc21	-3	0.3	0	-2	-3	1	97	2	0.0	1
FC(F)(F)c1ccccc1/C=N/Nc1ccccn1	-2	1.8	2	-1	-2	6	101	-7	-0.3	-1
Brc1ccc2nc(-c3ccncc3)c(NC3CCCC3)n2c1	2	0.0	-4	-4	-3	-4	94	12	0.4	4
COc1ccccc1COc1ccc2c(C)c(CCC(=O)O)c(=O)oc2c1C	-14	-0.7	-4	-55	13	5	100	10	0.3	19
CN1CCN(C(=O)/C=C/c2ccc([N+](=O)[O-])cc2)CC1	-2	-1.3	5	-9	1	0	100	3	0.2	-1
CC1(C(=O)N(Cc2ccccc2)Cc2ccccc2)CC1(Br)Br (configuration not stated)	-10	0.8	-3	-3	-7	-4	93	-5	0.0	3
CC(C)Cn1c(N)c(C(=O)COC(=O)c2ccccc2F)c(=O)n(C)c1=O	6	-0.6	3	-5	0	0	102	-19	1.3	-1
Cc1ccccc1OCC(O)Cn1c(NCCN(C)C)nc2c1c(=O)n(C)c(=O)n2C (configuration not stated)	14	1.2	2	-2	-10	-3	106	1	-0.1	12
Cc1ccc(-c2nnn(CC(=O)N(CCN3CCOCC3)C(C(=O)NC(C)(C)C)c3ccc(C)o3)n2)cc1 (configuration not stated)	-3	-3.1	3	-1	-4	1	94	-2	-0.1	8
Cc1ccc([C@@H]2CC=C(C(=O)O)[C@H](c3ccc(C(C)(C)C)cc3)N2S(=O)(=O)c2ccc(C)cc2)cc1	-10	4.5	-3	-2	5	24*	98	-5	0.3	11
CCC[C@H]1CN(Cc2ccccc2)C(=O)[C@@H]1CC(=O)NC	-4	1.1	2	-3	-3	-6	106	-5	0.1	5
CCOc1ccccc1CNC(=O)C1CCCN(c2ncnc3c2nc2n3CCCCC2)C1 (configuration not stated)	/	-2.8	2	-2	1	-1	98	3	0.1	18
CCC1=C(Nc2ccccc2)COC1=O	-16	-0.1	-1	5	/	1	93	1	-0.2	-1
CN(C)c1cccc(C(=O)N2CCCC(CCC(=O)N3CCN(c4ccccn4)CC3)C2)c1 (configuration not stated)	-4	-0.7	-3	7	4	0	95	4	-0.1	-1
O=C(NCCCN1CCc2ccccc2C1)C1CCN(S(=O)(=O)N2CCCC2)CC1	-8	-0.3	-1	0	7	-2	99	0	0.0	1
COc1ccc(OC)c(S(=O)(=O)Oc2ccc(N)c3ccccc23)c1	-5	1.6	5	5	9	6	107	-4	0.0	-10
Fc1ccccc1Cn1cc(C(=S)N2CCOCC2)c2ccccc21	-2	-1.9	-3	2	-5	2	93	-9	0.1	11
CCc1ccc(N2C(=O)CN(Cc3ccccc3)C2=S)cc1	-16	-0.3	-2	-8	-7	4	95	-11	0.0	12
Cc1ccc(S(=O)(=O)NC(CC(=O)O)c2cccs2)cc1 (configuration not stated)	-17	-2.6	0	0	2	1	98	6	-0.1	12
CS(=O)(=O)Nc1ccc2c(c1)[C@H]1C[C@H](CC(=O)NCc3cccc(F)c3)O[C@@H](CO)[C@H]1O2	-4	0.3	3	18	-9	-4	110	-11	-0.4	13
O=C(CN1C(=O)C(=O)c2ccccc21)NC1CCCCC1	-4	2.3	2	-2	-13	-6	93	5	0.5	-4
CCOC(=O)CC1C(=O)NCCN1C(=O)c1sc2ccccc2c1Cl (configuration not stated)	8	-0.8	1	7	/	2	103	-4	-0.2	-4
CCCN1C2CCCC1CC(NC(=S)Nc1ccc(OC)cc1)C2 (configuration not stated)	3	-2.0	-5	1	-1	-6	93	-4	0.2	3
Cc1cc(SCc2ccc(Cl)cc2Cl)nc(=O)[nH]1	-5	-1.9	1	-11	-3	3	112	0	0.4	-2
Cc1ccc(N2C(=O)c3ccccc3C2C(=O)c2ccc(O)cc2O)cc1 (configuration not stated)	2	-1.0	-3	9	5	-3	99	12	-1.0	26
Cc1ncc([N+](=O)[O-])n1S(=O)(=O)c1cc(Br)ccc1Br	-5	0.6	2	-4	-1	-1	98	-2	-0.1	3
COc1ccc([N+](=O)[O-])c2c(=O)ccoc12	-9	-0.6	2	5	2	1	97	7	0.0	16
COc1ccc(-c2cc3n(n2)CCc2nc4ccccc4n2-3)cc1	-5	2.3	3	1	-13	0	99	39	-0.3	3
COc1cc(CC(=O)Nc2nc(-c3ccccc3)c(C(C)=O)s2)cc(OC)c1OC	-7	1.6	-1	-11	-27	8	97	-5	0.1	18
CCOC(=O)COc1ccc(S(=O)(=O)Nc2cccc(SC)c2)cc1	-9	1.0	11	6	-1	1	107	-13	-0.2	20
CC(C)=CCn1c2ccc(NC(=O)Nc3cccnc3)cc2c(=O)n1C	-12	-1.2	-1	-5	/	-2	101	-8	-0.5	7
Cc1cc(=O)c(C(=O)OC(C)C(=O)NC(N)=O)nn1-c1ccc(Cl)cc1 (configuration not stated)	-4	0.0	-1	-4	5	10	101	3	-0.1	4
COc1ccc(/C=C/C(=O)NCc2ccccn2)cc1OC	4	0.7	2	4	/	1	104	18	0.3	1
O=C(Nc1ncn[nH]1)c1c(Cl)ccc(Cl)c1Cl	-4	-1.1	-3	-11	13	5	95	-5	-0.2	4

Part of the list above, with two lines to a compound:
Sequence of screens – CaV13 ICDI inh | MC4R ag barr | Glyco luc inh | PDI turbidity | Vif inh | HTR2A ag | ABCB6 inh 2 | Cardio protect | aDG glyco up | MC4R antag cAMP
- CS(=O)(=O)Nc1ccc2c(c1)[C@H]1C[C@H](CC(=O)NCc3cccc(F)c3)O[C@@H](CO)[C@H]1O2
 : -4 | 0.3 | 3 | 18 | -9 | -4 | 110 | -11 | -0.4 | 13
- O=C(CN1C(=O)C(=O)c2ccccc21)NC1CCCCC1
 : -4 | 2.3 | 2 | -2 | -13 | -6 | 93 | 5 | 0.5 | -4
- CCOC(=O)CC1C(=O)NCCN1C(=O)c1sc2ccccc2c1Cl (configuration not stated)
 : 8 | -0.8 | 1 | 7 | / | 2 | 103 | -4 | -0.2 | -4

Further entries
SMILES	CaV13 ICDI inh	MC4R ag barr	Glyco luc inh	PDI turbidity	Vif inh	HTR2A ag	ABCB6 inh 2	Cardio protect	aDG glyco up	MC4R antag cAMP
CC(C)c1ccc(-n2ccnc2SCC(=O)O)cc1	-1	-1.1	1	0	-2	0	101	-2	-0.1	19
COc1ccc(NC(=O)C2CC(=O)OC2c2ccccc2)cc1 (configuration not stated)	-4	-0.8	3	-4	-8	-4	105	0	-0.1	16
CCCc1nc2ccc(NC(C)=O)cc2c(=O)n1Cc1ccccc1Cl	-20	-0.3	0	15	0	2	91	-8	0.0	-1
COc1cc2[nH]c(C(=O)N3CCN(c4ccc(F)cc4)CC3)cc2c(OC)c1OC	-17	-0.6	2	11	3	-6	135	0	0.1	10
COc1ccc(Cl)cc1NC(=S)NC(=O)c1ccco1	-5	2.4	2	6	-9	-5	96	-5	-0.1	13
O=C(O)c1ccccc1N=Nc1ccc(O)cc1	-6	-1.8	-7	-2	5	19*	94	-6	0.1	-10
